Screening data deposited in PubChem BioAssay by several laboratories.
HCV NS3 hel inh – blocks Hepatitis C virus NS3 helicase unwinding | NS3 helicase DNA unwinding, Cy5 molecular beacon fluorescence | inhibition, % at 10.9 µM | hit rate 0.56% among 290,000;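 active = inhibition above the mean of all tested compounds plus 3 SD, set per campaign, cut at about 35% in these data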;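 note: 0% = DMSO wells and 100% = thioflavine S control wells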
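System: NS3 helicase fragment of HCV / Schedule: 1 h at 25 °C / Control set: DMSO alone as 0% and 110 µM thioflavine S as 100% / Reagent: Cy5/quencher beacon DNA duplex and ATP to start / Technique: Cy5 fluorescence / Replication: singlicate / Evaluation: % inhibition of end-to-start signal ratio versus controls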
NALP1 yeast inh – inhibitors of NALP1 inflammasome in yeast; S. cerevisiae NALP1/ASC/caspase-1 growth, X-gal OD620, 72 h; inhibition, % at 10 µM; hit rate 0.61% among 280,000; in the data active = inhibition mostly above about 24%, no sharp cut-off; inactive = mostly below about 32%; note: some compounds called inactive have numbers as strong as hits
PfM18AAP inh – PfM18AAP enzyme inhibition. hit rate 1.2% among 290,000. inhibition, % at 7.35 µM. AID 1822. recombinant PfM18AAP, H-Glu-NHMec fluorogenic cleavage;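 active = inhibition above the campaign mean inhibition over all tested compounds plus 3 SD, cut at about 28% in these data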;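 note: 0% = plate median of test compound wells and 100% = 2 mM ZnCl2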
IMP-1 inh – inhibitors of Pseudomonas aeruginosa IMP-1 metallo-beta-lactamase; purified IMP-1, nitrocefin hydrolysis, epi-absorbance fluorescence; inhibition, % at 5.6 µM; hit rate 0.45% among 290,000;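 active = inhibition above the mean plus 3 SD of all compounds in the same screening run, cut at about 4.5% in these data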;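 note: 0% = IMP-1 with DMSO and 100% = DMSO wells lacking enzyme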
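System: purified IMP-1 / Input: IMP-1 dispensed at 0.2 nM / Medium: 50 mM HEPES pH 7.1, 50 µM ZnSO4, 0.05% Brij 35 / Timing: 15 min enzyme–compound preincubation, then 25 min nitrocefin reaction, 25 °C / Technique: plate fluorescence quenching by hydrolysis product, ex 480/em 530 nm / Repeats: singlicate testing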
UBC9 SUMO inh – inhibitors of human SUMOylation (UBC9). P63279. HTRF SUMOylation assay, SAE1/SAE2 + UBC9, in vitro. inhibition, % at 35 µM. hit rate 0.36% among 290,000; in the data active = inhibition above about 50%, passing the limit was not always enough; note: strong numbers were not always called active
Target sequence (P63279 whole entry, looked up): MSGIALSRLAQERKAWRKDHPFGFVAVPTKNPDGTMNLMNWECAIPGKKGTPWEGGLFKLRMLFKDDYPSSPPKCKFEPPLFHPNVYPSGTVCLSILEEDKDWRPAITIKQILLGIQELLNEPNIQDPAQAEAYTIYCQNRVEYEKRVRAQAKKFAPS
VIM-2 inhibitor – inhibitors of Pseudomonas aeruginosa VIM-2 metallo-beta-lactamase. hit rate 0.89% among 290,000. inhibition, % at 5.6 µM. AID 1527. purified VIM-2, nitrocefin hydrolysis, epi-absorbance fluorescence;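 active = inhibition above the mean of all tested compounds plus 3 SD, cutoff set per screening run, cut at about 7.5% in these data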;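 note: red hydrolysis product quenches plate fluorescence so inhibitors raise well fluorescence; 0% = enzyme with DMSO and 100% = DMSO without enzyme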
MEKK2 mut-MEK5 – signal of MEK5 binding to mutant human MEKK2 PB1 domain | bead flow cytometry, Alexa488-MEK5 binding to MEKK2 mutant | percent response, % at 10 µM | hit rate 0.35% among 290,000 | AID 1530; in the data active = percent response above about 24%, passing the limit was not always enough; note: inactives centre near 1; some results filed as inactive read as strong as hits
MEKK2 WT-MEK5 – raises or lowers MEK5 binding to wildtype human MEKK2 PB1 domain; AID 1531; bead flow cytometry, Alexa488-MEK5 binding to MEKK2 WT; actives lie on both sides; Q9Y2U5; binding response (% of control), % at 10 µM; hit rate 1.1% among 290,000; in the data active = binding response below about 67% or above about 130%
DNA FID counter – displaces DNA intercalator in HCV helicase counter-screen; DNA fluorescent intercalator displacement, fluorescence; inhibition, % at 7.9 µM; hit rate 0.17% among 290,000; AID 1845; in the data active = inhibition above about 37%;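 note: 0% = vehicle and 100% = reference compound; higher means more ethidium bromide displaced from hairpin DNA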
An asterisk follows results filed as active; · = not tested or not shown.

SMILES	HCV NS3 hel inh	NALP1 yeast inh	PfM18AAP inh	IMP-1 inh	UBC9 SUMO inh	VIM-2 inhibitor	MEKK2 mut-MEK5	MEKK2 WT-MEK5	DNA FID counter
OC(CNC1CCCC1)COCCOc1ccc(Br)cc1 (stereo not drawn)	-25	·	6	-3.2	-27	-3.8	-1	106	9
CCOc1ccc(N(C(=O)c2snc(C(N)=O)c2N)C(C(=O)NC2CCCC2)c2ccncc2)cc1 (stereo not drawn)	-6	5	-7	-2.4	16	-1.0	·	·	-27
C/C(=N\NC(=O)c1cc(-c2cccs2)nc2ccccc12)c1ccccn1	-7	5	0	-3.2	-92	-3.1	-3	98	-6
Cn1cccc1Cc1nnc(SCC(=O)Nc2ccc(F)cc2)n1-c1ccc(F)cc1	-1	16	-1	-2.3	11	-2.5	0	100	-33
COc1ccc(NC(=O)c2cccnc2Nc2ccc(OC)cc2)cc1	-11	4	-13	-2.7	7	-3.8	0	102	3
CCOC(=O)C1CCCN(C(=O)c2cn(CC)c3ccc(S(=O)(=O)N4CCCC4)cc3c2=O)C1 (stereo not drawn)	2	2	-4	-3.8	15	-0.7	-1	98	-24
Cc1cccc(NC(=O)C2CCN(S(=O)(=O)c3c(C)noc3C)CC2)c1	-3	27	1	-1.6	-5	-1.4	-6	99	-27
c1ccc(CNc2nc(-c3cccs3)nc3ccccc23)nc1	-5	-2	-8	-1.2	13	1.8	-3	93	9
COCCCNC(=O)CS(=O)(=O)Cc1nc(-c2ccccc2C)oc1C	-14	23	-10	0.2	-6	1.0	6	101	-19
O=C(CN1C(=O)S/C(=C\c2cccc(Cl)c2)C1=O)NC1C=CS(=O)(=O)C1 (stereo not drawn)	6	23	4	-3.2	8	-2.5	1	97	-9
CONC(=O)Nc1ccccc1[N+](=O)[O-]	-7	11	13	-0.9	17	-1.6	4	96	-1
COc1cccc(C(=O)NN2C(=S)N(c3ccccc3)C(=O)C2CC(N)=O)c1 (stereo not drawn)	-7	·	12	-1.0	24	-2.2	8	99	-5
COc1ccc(N(C2CSC2)S(=O)(=O)c2ccccc2)cc1	-4	9	4	-2.2	-1	-5.2	0	103	-12
COc1cc(C)ccc1OCc1cc(C(=O)NCc2ccncc2)no1	5	16	2	-2.5	-1	-1.5	7	107	-15
Cc1cc(C(=O)N/N=C/c2ccncc2)c(C)o1	-2	-47	0	-2.5	18	-4.2	1	98	-3

Reprinted at random: 2 compounds from above
SMILES	HCV NS3 hel inh	NALP1 yeast inh	PfM18AAP inh	IMP-1 inh	UBC9 SUMO inh	VIM-2 inhibitor	MEKK2 mut-MEK5	MEKK2 WT-MEK5	DNA FID counter
COCCCNC(=O)CS(=O)(=O)Cc1nc(-c2ccccc2C)oc1C	-14	23	-10	0.2	-6	1.0	6	101	-19
COc1cccc(C(=O)NN2C(=S)N(c3ccccc3)C(=O)C2CC(N)=O)c1 (stereo not drawn)	-7	·	12	-1.0	24	-2.2	8	99	-5

(next part)
SMILES	HCV NS3 hel inh	NALP1 yeast inh	PfM18AAP inh	IMP-1 inh	UBC9 SUMO inh	VIM-2 inhibitor	MEKK2 mut-MEK5	MEKK2 WT-MEK5	DNA FID counter
Cc1cccc(S(=O)(=O)Nc2ccc(-c3nc4ccc(C)cc4s3)cc2)c1	-10	30	-1	-1.9	-10	-1.5	-2	105	-13
CC(=O)c1cc(-c2nc3ccccc3n2C)n(C)c1	-6	8	4	-0.2	18	2.6	4	111	-9
COC(=O)[C@H]1Cc2c([nH]c3ccccc23)[C@H](c2ccccc2)N1	7	-2	1	-5.1	4	-1.8	11	107	-11
Cc1ccc(S(=O)(=O)N2CCCCC2)cc1C(=O)N(C)CCOc1ccccc1	-6	14	2	-4.8	-1	-2.6	9	111	-40
Cc1noc(C)c1CSc1ccccc1C(=O)N1CCN(c2ccccc2)CC1	-11	0	6	-4.9	-29	-1.1	-1	95	-36
COc1cccc2c1cc1c(=O)n(CC(=O)NC3CCCCC3)nc(C)n12	6	20	4	-2.4	5	-2.6	5	107	-1
COC(=O)C1=C(C)N(Cc2cccnc2)C(=O)C1	-10	12	-11	-1.5	9	-0.2	1	100	-1
CN1CCN(C(=O)c2ccc3c(c2)OCCO3)CC1	-1	0	6	-0.8	11	-4.8	6	108	1
COc1ccc(N2CCN(C(=O)c3ccc(N(C)S(=O)(=O)c4ccc(C)cc4)cc3)CC2)cc1	-20	5	-1	0.0	-10	0.8	-5	96	-43
COc1ccc(N(CC(=O)N/N=C/c2ccc(N(C)C)cc2)S(=O)(=O)c2ccccc2)cc1	-14	9	2	-1.4	-2	0.6	4	104	-27
Cc1cc(NC(=O)COC(=O)[C@H](Cc2c[nH]c3ccccc23)NC(=O)c2ccc(F)cc2)no1	8	-6	-4	-3.2	-33	-1.7	0	98	-14
CN(C)S(=O)(=O)c1cccc(C(=O)N2CCc3ccccc32)c1	1	13	4	-2.2	15	-1.5	5	103	-3
CCOc1ccc(Nc2nc(N)c3ccccc3n2)cc1	-15	30	5	-3.1	11	-1.1	19	128	10
Cc1ccccc1NC(=O)/C(C#N)=C\c1cn(CC(=O)O)c2ccccc12	20	2	-7	0.7	5	0.6	-8	85	-36
Cc1ccccc1NC(=O)Cc1nnc(SCc2ccc(Cl)c(Cl)c2)n1C	6	30	1	-1.7	-4	0.8	1	100	-10

Next part; it opens with the five that closed the last part.
SMILES	HCV NS3 hel inh	NALP1 yeast inh	PfM18AAP inh	IMP-1 inh	UBC9 SUMO inh	VIM-2 inhibitor	MEKK2 mut-MEK5	MEKK2 WT-MEK5	DNA FID counter
Cc1cc(NC(=O)COC(=O)[C@H](Cc2c[nH]c3ccccc23)NC(=O)c2ccc(F)cc2)no1	8	-6	-4	-3.2	-33	-1.7	0	98	-14
CN(C)S(=O)(=O)c1cccc(C(=O)N2CCc3ccccc32)c1	1	13	4	-2.2	15	-1.5	5	103	-3
CCOc1ccc(Nc2nc(N)c3ccccc3n2)cc1	-15	30	5	-3.1	11	-1.1	19	128	10
Cc1ccccc1NC(=O)/C(C#N)=C\c1cn(CC(=O)O)c2ccccc12	20	2	-7	0.7	5	0.6	-8	85	-36
Cc1ccccc1NC(=O)Cc1nnc(SCc2ccc(Cl)c(Cl)c2)n1C	6	30	1	-1.7	-4	0.8	1	100	-10
Cn1cnc(S(=O)(=O)NC2CCN(Cc3ccccc3)CC2)c1	12	6	-6	-4.7	18	-2.3	2	100	2
COC(=O)/C=C1/N/C(=N\c2nc(C)cc(C)n2)N(c2ccc(Cl)cc2)C1=O	-2	32	6	-3.2	0	-1.6	-2	95	-8
Cc1cc(C)c(S(=O)(=O)CCC(C)C)c(=O)[nH]1	2	14	-5	-0.6	15	-1.6	-15	81	-2
CC(=O)c1cccc(NC(=O)C2CCCC2)c1	-4	6	10	-4.2	16	0.6	15	105	-1
COc1ccc(CCNC(=O)C2(C)CCC(=O)N2Cc2ccc(F)cc2Cl)cc1OC (stereo not drawn)	12	12	-8	-2.1	-6	-0.3	3	101	-28
Cn1c2ccccc2c2cnn(CC(=O)N3CCCCC3)c(=O)c21	-1	·	5	-1.6	7	-1.4	-3	99	-14
COc1ccc(C2=NOC(C(=O)N3CCCCCC3)C2)cc1OC (stereo not drawn)	-3	-15	-2	-3.2	-22	-3.3	-8	84	-13
Cc1ccc2c(c1)N(CC(=O)NC1CCCC(C)C1C)C(=O)c1cccnc1O2 (stereo not drawn)	20	16	1	-1.9	-8	-0.3	-1	99	-33
CN(CCCNC(=O)c1cn(C)c2ccc(S(=O)(=O)N(C)C)cc2c1=O)c1ccccc1	-6	28	-1	-0.8	-7	-2.0	-3	93	6
COC(=O)c1ccc(CSc2nc(C(F)(F)F)c3c(c2C#N)CCC3)o1	22	5	2	-0.9	21	-2.8	·	·	-20
NS(=O)(=O)c1ccc(CNC(=O)c2cc(-c3cccs3)nc3ccccc23)cc1	-4	·	2	-2.4	32	0.5	7	101	-14
COC(=O)c1c(C)oc2ccc(N(C(=O)Oc3ccccc3)S(=O)(=O)c3ccccc3)cc12	8	26	-12	-0.1	-17	-0.6	0	98	-4
Cc1ccc(NC(=O)C(=O)NCCN2CCN(C(=S)Nc3ccccc3)CC2)cc1	-3	23	1	-4.5	11	1.0	0	105	-2
O=C(Nc1nncs1)c1cc(S(=O)(=O)N2CCOCC2)ccc1Cl	24	-12	8	-0.9	-15	-2.6	0	96	-11
CCCCOC(=O)C1=C(C)Nc2ncnn2C1c1cc(OC)ccc1OC (stereo not drawn)	4	15	-5	-1.9	-2	-1.7	2	103	-30
COc1ccc(Nc2nc(-c3cccc(OC)c3O)nc3ccccc23)cc1	-5	4	-13	-2.7	-8	1.3	7	115	4
Cc1ccc(-c2nnc3cccc(Cl)n23)cc1	4	0	4	-1.6	-8	-0.8	7	102	-2
CN=c1scc(C)n1/N=C/c1ccc(O)cc1O	-13	13	16	-0.3	1	-3.4	8	102	5
CN(C)CCNC(=O)C12CC3(C)CC(C)(CC(C)(C3)C1)C2	-4	-4	-9	-2.5	-3	0.1	2	106	11
Cc1ccc(/C(=N/Nc2nc3ccccc3s2)C2=C(O)c3ccccc3C2=O)cc1	15	31	7	-2.6	6	-4.6	-1	97	-5
CCOC(=O)C1=NN(c2ccc(Cl)cc2)/C(=C/C2=NCCc3cc(OC)c(OC)cc32)S1	3	18	13	-3.6	36	-3.1	-3	106	2
O=C(Nc1ccc2c(c1)OCO2)C1CCN(S(=O)(=O)c2ccc3c(c2)OCCO3)CC1	-2	-2	1	-2.1	6	-4.8	-7	91	-8
CCN1CCCC1CNC(=O)C1CCN(Cc2nc(-c3cccc(Br)c3)oc2C)CC1 (stereo not drawn)	-35	11	-4	-3.6	18	1.3	·	·	39*
CCN1C/C(=C/c2sccc2C)c2nc3ccccc3c(C(=O)O)c2C1	-45	·	9	0.9	20	1.3	-15	85	4
